Screening data: PubChem BioAssay, Sanford-Burnham Center for Chemical Genomics
KOR beta-arrestin-1 = KOR agonists, beta-arrestin recruitment, primary screen, cell-based, luminescence, uHTS (AID 1777); KOR beta-arrestin recruitment, luminescence; higher % means a stronger effect; activation, % at 10 µM; hits with a dose series show EC50 in µM; 0.02% of 280,000 active; in the data active = activation above about 50%, passing the limit was not always enough; also: a part of the inactive calls stands beside numbers as strong as those of hits
NOD1 NF-kB reporter = inhibition of NOD1-driven NF-kB reporter – cell-based, luminescence, uHTS, primary screen (AID 1578) | 1% of 290,000 active | NOD1-driven NF-kB luciferase reporter cells, luminescence; higher % means a stronger effect | inhibition, % at 4 µM, or EC50 in µM where a hit was titrated; in the data active = inhibition mostly above about 36%, no sharp cut-off; inactive = mostly below about 34%;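 also: HEK-293T reporter cells stimulated with the NOD1 agonist gamma-tri-DAP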
GPR55 activation = selective activators of receptor GPR55 – imaging, U2OS cells, beta-arrestin-GFP redistribution, primary screen (AID 1961); U2OS GPR55 beta-arrestin-GFP redistribution imaging; higher % means a stronger effect; activation, % at 10 µM, or EC50 in µM where a hit was titrated; 0.048% of 290,000 active;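 active = activation above 40% with more than 50 cells counted in the well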;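 also: U2OS osteosarcoma cells stably expressing GPR55 and beta-arrestin-GFP; plate controls were DMSO negative control for no effect and LPI positive control for full effect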
SIAH1 antagonists = Siah-1 peptide-binding antagonists, primary screen, biochemical, fluorescence polarization, rhodamine-plectin, uHTS (AID 1817) | 0.02% of 290,000 active | one-dose displacement, % at 20 µM; IC50 in µM for titrated hits | Siah-1 / rhodamine-plectin peptide fluorescence polarization; higher % means a stronger effect;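 active = displacement of at least 50% at 20 µM, with a fluorescence ratio check between 0.3 and a set limit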;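 also: plate controls were Siah plus tracer with DMSO for no effect and tracer alone without Siah for full effect; strong numbers were not always called active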
AID2073 = inhibitors of Mint1-CaV2.2 protein interaction, biochemical, HTRF (AID 2073). 0.19% of 290,000 active. inhibition, % at 20 µM, or IC50 in µM where a hit was titrated. HTRF protein-protein interaction, Mint1-CaV2.2; higher % means a stronger effect; in the data active = inhibition mostly above about 51%, no sharp cut-off; also: some results filed as inactive read as strong as hits
KOR beta-arrestin-2 = KOR antagonists, beta-arrestin recruitment, cell-based, luminescence, uHTS (AID 1778); KOR beta-arrestin recruitment, luminescence, antagonist mode; higher % means a stronger effect; one-dose inhibition, % at 10 µM; IC50 in µM for titrated hits; 0.091% of 290,000 active; in the data active = inhibition above about 50%; also: strong numbers were not always called active
GPR35 arrestin U2OS = GPR35 antagonists blocking zaprinast-driven arrestin recruitment, primary screen, imaging, U2OS, beta-arrestin-GFP, zaprinast agonist (AID 2058); U2OS GPR35 beta-arrestin-GFP translocation imaging, zaprinast antagonism; higher % means a stronger effect; inhibition, % at 10 µM; hits with a dose series show IC50 in µM; 0.052% of 290,000 active;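 active = inhibition of at least 50% with at least 30 cells and total cytoplasm GFP at most 10,000,000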
GPR55 LPI antagonism = inhibition of LPI-stimulated GPR55 beta-arrestin translocation – imaging, U2OS, beta-arrestin-GFP, LPI agonist, primary screen (AID 2013); U2OS GPR55 beta-arrestin-GFP translocation imaging, LPI antagonism; higher % means a stronger effect; inhibition, % at 10 µM; hits with a dose series show IC50 in µM; 0.13% of 290,000 active;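 active = spots per cell inhibited over 60%, with over 100 cells counted and total cytoplasm intensity under 500,000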;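 also: U2OS cells stably carrying GPR55 and arrestin-GFP stimulated by 5 µM LPI near EC80; imaged beta-arrestin-GFP aggregate spots per cell after agonist stimulation; plate controls were LPI-stimulated DMSO wells for no effect and DMSO wells without LPI for full effect; some results filed as inactive read as strong as hits; confirmed hits need IC50 under 10 µM and bright autofluorescent wells are also inconclusive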
HIV peptide binding = inhibitors of HIV fusion peptide binding, primary screen, biochemical, uHTS, fluorescence dequenching (AID 1986); cell-free peptide binding, fluorescence dequenching, 30 min; higher % means a stronger effect; inhibition, % at 20 µM; hits with a dose series show IC50 in µM; 0.3% of 290,000 active; in the data active = inhibition mostly above about 52%, no sharp cut-off; inactive = mostly below about 76%; also: some results filed as inactive read as strong as hits
An asterisk follows results filed as active; x = not tested or not shown; [ ] = another dose, or the depositor's remark. Not all compounds are listed. The share of hits here may be higher or lower than overall.

SMILES | KOR beta-arrestin-1 | NOD1 NF-kB reporter | GPR55 activation | SIAH1 antagonists | AID2073 | KOR beta-arrestin-2 | GPR35 arrestin U2OS | GPR55 LPI antagonism | HIV peptide binding
Nc1cccc(S(=O)(=O)Nc2ccc(SC(F)F)cc2)c1 | 0.9% | 5% | -0.3% | -3% | 3% | 26% | -2% | 3% | -1.3%
CCOC(=O)c1c(-c2ccc(OC)cc2)nc2nonc2c1N | -5.6% | -28% | -0.1% | -1% | 0% | 42% | -15% | -3% | -1.6%
Cc1cc(C)c2[nH]c(=O)c(CN(CC3CCCO3)C(=S)NCc3ccco3)cc2c1 (configuration not stated) | 3.6% | -25% | 0.8% | -6% | 22% | -7% | 5% | 12% | 13%
O=S(=O)(c1cccc(-c2cn3cccnc3n2)c1)N1CCOCC1 | x | -12% | -0.2% | 3% | -8% | 8% | 4% | 1% | -0.9%
COc1ccc(-c2cc(C(F)(F)F)nc(SCC(=O)NCc3cccs3)n2)cc1OC | 3.8% | -29% | 0.2% | 6% | 7% | 10% | -2% | -9% | 0.4%
OC(COc1ccc2ccccc2c1Br)Cn1cnc(-c2ccccc2)c1 (configuration not stated) | 0.9% | -26% | 0.1% | -1% | 36% | -46% | -4% | 6% | 1.2%
CCOc1ccc(CCN2CN(C3CCCCC3)CNC2=S)cc1OCC | 0.0% | 1% | 0.9% | 8% | -12% | -6% | 9% | -3% | 2.1%
Cc1cccc(NC(=O)NCc2ccc3[nH]c(C)cc3c2)c1 | -5.3% | -41% | 0.6% | 8% | -2% | -21% | -7% | 5% | -1.9%
CCN=C(NS(=O)(=O)c1ccc(Br)cc1)c1ccc(Cl)cc1 | x | -21% | -0.1% | 5% | -13% | 1%[20 µM] | 0% | 6% | 0.3%
Cc1ccc(NC(=O)CCCCCN2C(=O)[C@@H]3Cc4ccccc4CN3C2=O)cc1 | -1.4% | -14% | -0.1% | 2% | 1% | 2% | -11% | 4% | 0.6%
Cc1ccc(C(C(=O)NC2CCCCC2)N(C(=O)Cc2c[nH]c3ccccc23)c2ccccc2C)o1 (configuration not stated) | 3.3% | -12% | -0.6% | 21% | 7% | 8% | 3% | -1% | -0.7%
CCCC12CN3CC(C)(CN(C1)C3c1ccco1)C2=O (configuration not stated) | 7.8% | 6% | -0.3% | -1% | 3% | -24% | 2% | -9% | 0.9%
COc1ccc(NC(=O)c2cccc(-n3cnnn3)c2)cc1 | 1.4% | -28% | 0.2% | 26% | 1% | -11% | 3% | -1% | -1.6%
O=C1NNC(=O)C1c1ccccc1 | 1.5% | -7% | -0.1% | 3% | -16% | 2% | -6% | -16% | -1.4%
COc1ccc(CNC(=O)CCNC(=O)N2CCn3c2nc2ccccc23)cc1 | x | -16% | -0.1% | 6% | -8% | x | 13% | 12% | 1.2%

Rewritten in CSV form: entries from further up.
compound,KOR beta-arrestin-1,NOD1 NF-kB reporter,GPR55 activation,SIAH1 antagonists,AID2073,KOR beta-arrestin-2,GPR35 arrestin U2OS,GPR55 LPI antagonism,HIV peptide binding
COc1ccc(-c2cc(C(F)(F)F)nc(SCC(=O)NCc3cccs3)n2)cc1OC,3.8%,-29%,0.2%,6%,7%,10%,-2%,-9%,0.4%
COc1ccc(CNC(=O)CCNC(=O)N2CCn3c2nc2ccccc23)cc1,x,-16%,-0.1%,6%,-8%,x,13%,12%,1.2%

The listing continues:
SMILES | KOR beta-arrestin-1 | NOD1 NF-kB reporter | GPR55 activation | SIAH1 antagonists | AID2073 | KOR beta-arrestin-2 | GPR35 arrestin U2OS | GPR55 LPI antagonism | HIV peptide binding
Cc1ccc(C)c(NC(=O)Cc2csc(-c3ccccc3)n2)c1 | -0.1% | -23% | 0.6% | -2% | -6% | -30% | -16% | -2% | 2.6%
CCOC(=O)CSc1n[nH]c(NC(=O)c2ccccc2)n1 | 6.7% | -7% | -0.1% | -2% | -1% | 0% | 4% | 9% | 1.0%
O=C(N/N=C/c1cc([N+](=O)[O-])ccc1O)c1cccc2ccccc12 | 0.7% | -13% | -0.1% | -7% | -2% | -17% | -8% | 1% | 0.6%
COc1ccc(C(C)(C)C)cc1NC(=O)c1cncc(Br)c1 | 0.3% | 1% | -0.1% | 3% | -2% | -7% | 13% | 26% | 0.9%
CCN(CCCn1c(SCC#N)nc2ccccc2c1=O)c1ccccc1 | -3.7% | -13% | -0.1% | -6% | 0% | 35% | -4% | -6% | -0.3%
NCc1ccc2[nH]c(=O)[nH]c2c1 | -4.1% | -24% | 0.1% | 2% | -7% | 1% | -2% | 4% | 0.8%
CC(=O)c1sc(N/N=C/c2ccc(C(C)C)cc2)nc1C | 3.4% | -9% | -0.2% | -6% | 19% | -29% | 9% | 5% | 0.5%
COC(=O)c1c(NC(=O)c2nn(C)cc2Cl)sc2c1CCCC2 | -3.1% | -5% | 0.3% | 10% | 8% | -28% | -4% | 19% | -1.6%
C[C@]12CCC3c4ccc(OCC(=O)O)cc4CCC3C1CCC2=O (some centres not stated) | 2.5% | -6% | 0.2% | -4% | -1% | -1% | 6% | 4% | 2.4%
Cc1[nH]c2ccccc2c1/C=N/NC(=O)c1cc(C(C)C)[nH]n1 | 3.5% | -8% | 0.7% | -2% | 4% | -30% | -2% | 11% | 1.1%
Cc1ccccc1-c1nc(CS(=O)(=O)CC(=O)N2CCc3ccccc32)c(C)o1 | -2.8% | 14% | -0.4% | 8% | -9% | 33% | -10% | 14% | 4.7%
Cc1noc(C)c1CCC(=O)N1CCCC(CCC(=O)NCc2ccc(F)c(F)c2)C1 (configuration not stated) | -3.3% | -31% | 0.0% | -1% | -3% | 16%[20 µM] | 14% | 14% | -1.4%
CN(c1ccccc1)S(=O)(=O)c1ccc(C(=O)N2CCCC(C(F)(F)F)C2)cc1 (configuration not stated) | 5.0% | 7% | -0.1% | -3% | 9% | -45% | -8% | -23% | 0.2%
COc1cccc(NC(=O)Cc2nnc(SCC(=O)NC3=NCCS3)n2C)c1 | -3.5% | 10% | 1.0% | 4% | -6% | -22% | -7% | -5% | 0.7%
COc1ccc(NC(=O)C2CCCN2C(=O)Nc2cccc(F)c2)cc1 (configuration not stated) | -1.7% | -7% | 0.7% | 5% | 0% | -19% | -1% | 9% | 1.0%
COc1cc(CNCc2ccccn2)ccc1OCc1ccc(Cl)cc1 | -4.5% | -6% | -0.1% | -6% | 11% | 11% | -9% | -5% | -1.0%
CC(=O)N1CCC(Nc2ccc(C)cc2)CC1 | 4.1% | -6% | -0.1% | 2% | -8% | 11% | -7% | 0% | -1.1%
CN(C)/C=C1\C(=O)N(c2ccc(F)cc2F)C(c2cccnc2)S1(=O)=O (configuration not stated) | 3.4% | -10% | -0.1% | 3% | 2% | 4% | -3% | 1% | 1.1%
CCC(C)N(C(=O)COC(=O)CNC(=O)c1ccccc1F)C1CCS(=O)(=O)C1 (configuration not stated) | 2.1% | -2% | -0.4% | -2% | 47% | -3% | -2% | 11% | -3.3%
Cc1cc(NC(=O)CCC(=O)N(c2cccc(F)c2)C(C(=O)NC2CCCC2)c2ccc(C)o2)no1 (configuration not stated) | -5.1% | -29% | 0.1% | -1% | 6% | 11% | 14% | 5% | -1.9%
COc1ccc(C(=O)N2CCC(n3nccc3NC(=O)C3CC3)CC2)cc1F | -1.5% | 5% | -0.1% | 2% | 12% | -16% | 54% | -7% | 0.2%
COc1ccc(NC(=O)CSc2nnc(C3CCCCC3)n2N)c(OC)c1 | -3.5% | -23% | -0.2% | 1% | 7% | -12% | -5% | -8% | 0.9%
O=C(Nc1ccccc1N1CCN(c2ccccc2)CC1)c1ccccc1F | -6.7% | -9% | -0.1% | 1% | 12% | -20%[20 µM] | 22% | 14% | -0.2%
O=C(O)Cn1nnc(COc2ccccc2)n1 | -0.3% | -22% | -0.3% | 1% | 14% | -6% | 15% | -4% | -0.5%
Cc1ccc(CN2CCN(CC(=O)N/N=C/c3ccccc3F)CC2)cc1 | -3.3% | 4% | 0.0% | 12% | 14% | 39% | 1% | -17% | -0.7%
CCCNC(=O)NCCc1c(C)[nH]c2ccccc12 | -3.7% | -2% | 0.3% | 3% | 5% | 8% | -4% | 2% | -1.2%
Cc1ccc(-c2ccnc3c(Cl)c(C)nn23)cc1 | -1.1% | -7% | 0.0% | 0% | 9% | 33% | -12% | 2% | 3.8%
Cc1cccc(NC(=O)CCC(=O)N/N=C/c2cc([N+](=O)[O-])ccc2O)c1 | 1.8% | 6% | 0.3% | -12% | 0% | 28% | -1% | -3% | 11%
COc1cc2c(cc1OC)-c1nnc(C)n1C1(CCCC1)C2 | -4.6% | -7% | 0.5% | 0% | 4% | 6% | -4% | 6% | 2.0%
Nn1c(SCc2nc3ccccn3c2Br)nnc1-c1cccnc1 | -1.9% | 11% | 0.3% | 0% | -2% | -9% | -4% | 0% | -1.8%
COc1ccc(OC)c(NC(=O)CCNC(=O)Cn2ccc3ccccc3c2=O)c1 | -1.6% | -18% | 0.3% | -2% | 5% | -33% | 10% | 15% | -0.4%
COc1cccc(-n2nnc3c(=O)n(CC(=O)Nc4ccc(C)cc4)cnc32)c1 | -3.5% | 10% | -0.1% | -5% | 23% | 21% | 15% | 20% | -0.7%
COCCNC(=O)C(c1ccc(C)o1)N(C(=O)c1snc(C(N)=O)c1N)c1ccc(C)c(C)c1 (configuration not stated) | -1.3% | -11% | -0.2% | 5% | 6% | -16% | -4% | -6% | -0.7%
Oc1ccc(C2C(c3ccccc3)=NN=C(c3ccccc3F)N2O)c(O)c1 (configuration not stated) | 1.1% | -43% | 0.4% | 25% | 1% | -24% | 11% | 0% | 7.7%
CC(=O)NC(Cc1ccccc1)C(=O)NC1CCN(C(=O)NCc2ccccc2)CC1 (configuration not stated) | -4.1% | -26% | -0.1% | 5% | -2% | -12% | 10% | 20% | -1.1%
O=[N+]([O-])c1ccc(N(c2ccccc2)c2ccccc2)cc1 | 0.4% | 6% | 0.0% | -6% | 42% | -46% | 17% | -6% | -0.6%
Cc1nn(CCCC(=O)NCCc2ccccc2)c(C)c1[N+](=O)[O-] | -6.5% | -32% | 1.1% | 3% | -2% | -16% | -1% | 1% | 0.5%
Cc1nc(N2CCOCC2)c2c3c(sc2n1)CCC3 | -1.4% | -35% | -0.3% | 9% | 18% | -38% | 2% | 7% | 0.2%
COC(CNC(=O)[C@H](Cc1ccccc1)N1Cc2ccccc2C1=O)OC | 1.6% | -1% | -0.1% | -4% | -13% | 25% | -13% | -6% | -1.1%
CCCNC(=O)N(CCOC)CC1CCCN(C2Cc3ccccc3C2)C1 (configuration not stated) | -5.7% | 7% | -0.2% | 7% | -8% | -50%[20 µM] | -4% | 3% | 0.6%
COc1ccc(CNC(=O)CN2C(=O)NC(C)(c3cccc(Br)c3)C2=O)cc1 (configuration not stated) | -0.9% | 1% | 0.0% | 0% | 8% | -6% | -5% | -4% | -0.6%
